Screening results (PubChem BioAssay)
VLA-4 inh: inhibition in human VLA-4 binding assay, primary screen, VLA-4 allosteric modulator project, MLPCN library, flow cytometry, VLA-4 expressing cells; hit rate 0.2% among 330,000; inhibition, % (about 7 µM as worked out from the volumes in the protocol); ligand binding flow cytometry; in the data active means inhibition above about 50%
CIT2 TOR yeast: modulators of CIT2-GFP expression in yeast, primary screen, S. cerevisiae, GFP fusion, multiplex flow cytometry, MLPCN library; hit rate 0.065% among 320,000; GFP response vs DMSO, % at 10 µM; AID 2029, 2009; S. cerevisiae CIT2-GFP strain, 3 h; 100 means same as DMSO wells;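 active means GFP response relative to DMSO above a set limit, near the screen mean plus 3 SD, cut at about 150% in these data; inconclusive means Fewer than 70 cells measured for a yeast strain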;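 further: ratio of well median GFP fluorescence to mean of DMSO wells on the plate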
RPL19A TOR yeast: RPL19A-GFP expression modulators in yeast, primary screen, cell-based, S. cerevisiae, multiplex flow cytometry, MLPCN | S. cerevisiae RPL19A-GFP strain, 3 h; stronger effect = lower value | percent response vs DMSO, % at 10 µM | hit rate 0.3% among 330,000 | AID 2025, 2009;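 active means percent response vs DMSO below 50%; inconclusive means fewer than 70 events counted for the yeast strain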;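 further: median channel GFP fluorescence of the barcoded RPL19A-GFP strain; ratio of sample median GFP to plate DMSO average so 100% = DMSO; lower means less RPL19A-GFP as with rapamycin TOR inhibition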
LAP4 TOR yeast: modulators of LAP4-GFP expression in yeast, primary screen, S. cerevisiae, multiplex flow cytometry, MLPCN library; 3 h; median GFP as percent of DMSO wells; GFP response vs DMSO, % at 10 µM; hit rate 0.34% among 320,000;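 active means GFP response vs DMSO above a set limit, about the screen mean plus 3 SD, cut at about 150% in these data; inconclusive means under 70 cell events counted for the yeast strain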
GRK2 inh: compounds blocking aptamer binding on GRK2 – biochemical, human GRK2, bead flow cytometry, HTS, primary screen; Beta-adrenergic receptor kinase 1 (Homo sapiens), P25098; FAM-aptamer displacement from GRK2; inhibition of aptamer binding, % at 10 µM; hit rate 0.59% among 330,000; AID 488847, 2010;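 active means inhibition of aptamer binding above 40%, roughly 3 SD of noise, on plates passing a quality check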;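 further: median bead fluorescence of bound FAM aptamer so fluorescent compounds give negative values; no value below 0 was filed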
Target sequence (P25098 whole entry, looked up): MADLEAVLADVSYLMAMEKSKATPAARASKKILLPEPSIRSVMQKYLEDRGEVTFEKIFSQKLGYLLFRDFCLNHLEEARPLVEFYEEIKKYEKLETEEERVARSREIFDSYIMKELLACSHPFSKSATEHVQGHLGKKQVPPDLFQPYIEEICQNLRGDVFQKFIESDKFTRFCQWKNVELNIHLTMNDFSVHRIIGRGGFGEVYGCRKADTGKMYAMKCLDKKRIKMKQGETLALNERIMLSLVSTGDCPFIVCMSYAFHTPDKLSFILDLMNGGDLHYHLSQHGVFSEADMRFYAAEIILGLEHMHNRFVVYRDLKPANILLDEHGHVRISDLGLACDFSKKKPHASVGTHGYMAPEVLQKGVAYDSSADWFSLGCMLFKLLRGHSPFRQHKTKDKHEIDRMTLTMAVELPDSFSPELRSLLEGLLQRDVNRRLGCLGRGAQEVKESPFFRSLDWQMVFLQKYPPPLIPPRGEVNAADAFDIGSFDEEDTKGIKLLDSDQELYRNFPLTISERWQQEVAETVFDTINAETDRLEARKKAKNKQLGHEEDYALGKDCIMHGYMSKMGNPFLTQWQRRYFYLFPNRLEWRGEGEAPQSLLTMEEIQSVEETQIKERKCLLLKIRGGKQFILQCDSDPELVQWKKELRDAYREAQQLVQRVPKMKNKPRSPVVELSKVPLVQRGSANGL
MEP2 TOR yeast: modulators of MEP2-GFP levels in yeast, primary screen, S. cerevisiae, multiplex flow cytometry, MLPCN library | S. cerevisiae MEP2-GFP strain, 3 h; 100% = DMSO control level | GFP response vs DMSO, % at 10 µM | hit rate 0.51% among 330,000;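 active means GFP response versus DMSO above a set limit, roughly screen mean plus 3 SD, cut at about 180% in these data; inconclusive means fewer than 70 cells counted for a yeast strain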;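 further: median GFP fluorescence of the barcode-gated MEP2-GFP cells per well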
GASC-1 inh: inhibitors of GASC-1 histone demethylase, primary screen, biochemical, fluorescence, DELFIA europium | Lysine-specific demethylase 4C (Homo sapiens), Q9H3R0 | hit rate 0.069% among 330,000 | GST-JMJD2C(1-420) H3K9me3 demethylation | inhibition, % at 2.35 µM;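 active means more than half of a compound's replicate wells show inhibition beyond 50%, single wells judged on their own value; inconclusive means some, but no more than half, of replicates pass 50% inhibition; inactive means no replicate passes 50% inhibition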;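 further: signal counts dimethyl H3K9 product captured on neutravidin plate; 0% = median of DMSO wells and 100% = 0.3 times that DMSO median; strong numbers were not always called active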
Target sequence (Q9H3R0 1-420 limits assumed): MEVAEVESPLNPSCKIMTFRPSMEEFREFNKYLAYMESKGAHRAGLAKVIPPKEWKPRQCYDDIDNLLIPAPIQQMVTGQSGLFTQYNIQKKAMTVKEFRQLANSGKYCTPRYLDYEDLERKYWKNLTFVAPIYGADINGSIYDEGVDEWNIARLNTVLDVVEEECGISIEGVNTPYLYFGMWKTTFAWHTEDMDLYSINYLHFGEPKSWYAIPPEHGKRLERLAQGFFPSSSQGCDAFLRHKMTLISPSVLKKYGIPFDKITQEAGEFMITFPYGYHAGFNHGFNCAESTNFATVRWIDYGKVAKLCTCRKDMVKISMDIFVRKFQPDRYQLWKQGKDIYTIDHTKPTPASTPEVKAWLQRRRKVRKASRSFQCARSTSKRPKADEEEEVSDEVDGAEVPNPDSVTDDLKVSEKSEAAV
AGP1 TOR yeast: modulators of AGP1-GFP expression in yeast TOR pathway, primary screen, cell-based, multiplex flow cytometry, S. cerevisiae, MLPCN library; 3 h; GFP as percent of DMSO wells; hit rate 0.02% among 320,000; GFP response vs DMSO, % at 10 µM;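 active means GFP response relative to DMSO above a set limit, near screen average plus 3 SD, cut at about 150% in these data; inconclusive means fewer than 70 cells counted for the yeast strain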;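 further: median GFP channel fluorescence of the gated AGP1 strain per well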
The depositor's hits bear a star; ? = inconclusive; / = no result given; & = joins results of further samples; [ ] = dose if it differs, or a comment.

SMILES | VLA-4 inh | CIT2 TOR yeast | RPL19A TOR yeast | LAP4 TOR yeast | GRK2 inh | MEP2 TOR yeast | GASC-1 inh | AGP1 TOR yeast
CCOC(=O)c1c(-c2ccc(OC)cc2)csc1NC(=O)CCN1CCOCC1 | 9 | 102 | 98 | 115 | 12 | 104 | / | 100
COc1ccc(S(=O)(=O)N2CCn3c2nc2ccccc23)cc1 | 10 | 90 | 100 | 81 | 5 | 85 | 4 | 80
Cc1ccc(-n2nc(C)c3c(C)c(CCC(=O)NCc4ccco4)c(C)nc32)cc1 | -16 | 97 | 103 | 93 | 0 | 107 | 0 | 101
O=C(O)Cc1ccc(O)c(O)c1 | -14 | 87 | 101 | 130 | 2 | 97 | 4 | 90
CC(C)c1ccc(NC(=O)NC2CCN(CC(=O)Nc3cccc4ccccc34)CC2)cc1 | -3 | 97 | 95 | 94 | 0 | 99 | 3 | 99
COc1ccc(C2NC(=O)CS2)cc1OC (stereo not drawn) | 4 | 89 | 95 | 88 | 1 | 93 | 8 | 87
CC(=C\C(=O)O)/C(=C\c1cccc2ccccc12)C(=O)O | 0 | 92 | 103 | 128 | 1 | 103 | 5 | 99
COC(=O)CC(c1ccc(F)cc1)n1c(C)ccc1C (stereo not drawn) | 5 | 91 | 94 | 89 | 0 | 87 | 9 | 94
O=C(Nc1ncc([N+](=O)[O-])s1)C1CC(=O)N(c2ccc(F)cc2)C1 (stereo not drawn) | 8 | 88 | 92 | 87 | 2 | 93 | 1 | 88
S=C(NCCCc1ccccc1)NCc1ccccc1 | -5 | 93 | 113 | 74 | 0 | 101 | 1 | 93
Cc1nc(NC(=O)CSc2nc3cccnc3n2C2CCCCC2)sc1C | -4 | 86 | 96 | 88 | 2 | 83 | -9 | 88
O=C(CNC(=O)OCc1ccccc1)NC1CCCCCCC1 | -4 | 100 | 103 | 86 | 0 | 101 | 0 | 102
Cc1c(C(=O)Nc2cccc(Cl)c2)oc2ccc(S(=O)(=O)N3CCC4(CC3)OCCO4)cc12 | -9 | 106 | 101 | 98 | 0 | 102 | 50 | 100
Cc1ccc(N(C(=O)C2CCCC2)C2C=CS(=O)(=O)C2)cc1C (stereo not drawn) | 5 | 102 | 98 | 95 | 1 | 100 | -1 | 96
O=C(CS(=O)c1ccc(C(F)(F)F)cc1[N+](=O)[O-])Oc1ccccc1 (stereo not drawn) | 25 | 104 | 96 | 136 | 0 | 93 | -8 | 96
CC(=O)Nc1ccc(S(=O)(=O)C(C#N)c2nc3ccccc3nc2NCCN2CCOCC2)cc1 (stereo not drawn) | 3 | 103 | 96 | 93 | 2 | 104 | -3 | 97
O=C(Nc1cccnc1)c1cc(-c2ccc(Cl)c(Cl)c2)on1 | -3 | 79 | 98 | 94 | 0 | 107 | -17 | 87
Cn1c(C(=O)O)c(CC(=O)Nc2ccccc2F)c2ccccc21 | -4 | 99 | 98 | 101 | 0 | 93 | 9 | 96
O=C(NCCC1CCCCN1S(=O)(=O)c1ccc(Cl)cc1)C(=O)NCCN1CCOCC1 (stereo not drawn) | -6 | 92 | 90 | 91 | 1 | 98 | 0 | 95
COc1ccc(NS(=O)(=O)c2cc(C(=O)Nc3ccccc3C(=O)O)ccc2C)cc1 | 0 | 99 | 98 | 96 | 1 | 95 | 1 | 97
O=C(NCc1ccc(F)cc1)c1nc(-c2cccs2)no1 | 3 | 125 | 114 | 78 | 1 | 107 | 9 | 93
CCc1c(C(=O)NNC(=S)NCCc2ccccc2)csc1C | -8 | 94 | 97 | 92 | 0 | 102 | -4 | 95
OCCN1CCN(C2Cc3cc(Cl)ccc3Sc3ccc(Cl)cc32)CC1 (stereo not drawn) (tested in a mixture with another compound) | 0 | 92 | 95 | 98 | 0 | 103 | 12 | 93
O=C(C[n+]1cc(-c2ccc(F)cc2)n2c1CCC2)c1cccs1 | 10 | 102 | 102 | 113 | 0 | 107 | 8 | 108
CN(C)/C=C\C(=C/C(=O)C(F)(F)F)Nc1ccccc1Oc1ccccc1 | 13 | 95 | 99 | 96 | 0 | 101 | -10 | 98
COc1cc(OC)c(C(=O)Nc2cccnc2)cc1OC | 18 | 108 | 109 | 83 | 0 | 108 | 5 | 100
O=C1NC(=Nc2ccccc2Cl)S/C1=C\c1ccc(C(=O)O)cc1 | 9 | 97 | 99 | 105 | 0 | 100 | 6 | 95
COc1ccc(N(C)S(=O)(=O)c2cccc(C(=O)OCC(=O)Nc3sc4c(c3C#N)CCCCC4)c2)cc1 | 9 | 82 | 86 | 95 | 0 | 86 | -10 | 88
O=C(CN1C(=O)NC2(CCCCCCC2)C1=O)N1CCOCC1 | -7 | 99 | 101 | 100 | 1 | 106 | 19 | 106
CC(OC(=O)CN1C(=O)NC2(CCCC2)C1=O)C(=O)c1ccc(C(C)(C)C)cc1 (stereo not drawn) | 14 | 107 | 104 | 109 | 2 | 104 | 4 | 109
COc1ccc(Cl)cc1C(=O)NNC(=O)CNC(=O)c1ccco1 | -8 | 113 | 101 | 94 | 0 | 104 | -8 | 100
Cc1ccccc1NC(=S)NCC1CCN(C(C)c2ccccc2)C1 (stereo not drawn) | 0 | 106 | 104 | 106 | 0 | 105 | 8 | 109
CCC(Oc1ccc(C)cc1)C(=O)Nc1ccc2c(c1)n(C)c(=O)n2C (stereo not drawn) | 1 | 102 | 108 | 98 | 2 | 110 | 5 | 108
O=C(Nc1cc(Cl)ccc1Oc1ccccc1)C1=COCCO1 | -19 | 73 | 92 | 113 | 5 | 86 | 6 | 82
Cc1cc(C)c[n+](CC(=O)c2ccc(NC(=O)c3ccccc3)cc2)c1 | 5 | 107 | 100 | 98 | 0 | 97 | 2 | 99
Cc1cc(=O)n2nc(N3CCC(C(=O)NCCc4ccccc4)CC3)sc2n1 | 12 | 98 | 99 | 99 | 0 | 101 | 8 | 97
CC(=O)c1cccc(NC(=O)C(C)OC(=O)CCn2c(C)csc2=O)c1 (stereo not drawn) | 5 | 83 | 90 | 90 | 0 | 93 | -39 | 92
COc1ccc(-c2nnc(SCC(=O)N3CCCC(C)C3)o2)c(OC)c1 (stereo not drawn) | 8 | 99 | 100 | 112 | 1 | 103 | 1 | 97
CC(=O)OCCCNc1cc(SCc2ccco2)c2nonc2c1[N+](=O)[O-] | 0 | 101 | 100 | 90 | 4 | 96 | -7 | 97
COc1cc(CCCN2C(=S)NC[C@@H]2Cc2ccccc2)cc(OC)c1OC | 3 | 115 | 108 | 108 | 0 | 95 | 4 | 94
CCc1ccc(/C=C(\C)C(=O)c2c(C)cc(C)[nH]c2=O)cc1 | 5 | 99 | 105 | 100 | 0 | 96 | 15 | 106
CN(C(=O)CN1C(=O)NC(C)(CCc2ccccc2)C1=O)c1ccccc1 (stereo not drawn) | 14 | 99 | 97 | 105 | 0 | 100 | -14 | 108
CCN1C(=S)N[C@@H](c2cccc(F)c2)C(C(=O)OC)=C1C | 35 | 70 | 100 | 114 | 2 | 96 | -6 | 79
NNC(=O)c1cccn(Cc2cccc(C(F)(F)F)c2)c1=O | 14 | 110 | 107 | 96 | 3 | 108 | -8 | 103
CCc1cc2c(COC(=O)c3cccc(S(C)(=O)=O)c3)cc(=O)oc2cc1O | 10 | 94 | 96 | 101 | 0 | 100 | 8 | 99
CCN(/C(N)=N/c1nc(C)cc(C)n1)c1ccccc1 | 16 | 98 | 98 | 101 | 0 | 109 | -11 | 100
COc1ccc(OC)c(S(=O)(=O)N2CCC(C(=O)NCCc3ccc(OC)c(OC)c3)CC2)c1 | 7 | ? | ? | ? | 2 | ? | -21&-1 | 94[may fluoresce red and violet]
COc1cc(OC)cc(N(C(=O)CNC(=O)c2ccco2)C(C(=O)NCC2CCCO2)c2ccccc2)c1 (stereo not drawn) | -18 | 110 | 105 | 98 | 2 | 99 | / | 105
CN1C(=O)/C(=C/c2ccc(OCc3ccccc3F)cc2)N(C)C1=S | -14 | 105 | 102 | 106 | 0 | 112 | 4 | 97
COc1ccccc1N1CCN(C2CC(=O)N(c3cccc(Cl)c3)C2=O)CC1 (stereo not drawn) | 2 | 95 | 99 | 88 | / | 103 | -7 | 91
CCOC(=O)c1ccc(NC(=S)N(CCCN2CCCC(C)C2)Cc2cccs2)cc1 (stereo not drawn) | -1 | 98 | 98 | 104 | 0 | 105 | 8 | 105
CN(C(=O)c1ccccc1)c1nc2ccccc2s1 | 12 | 108 | 95 | 103 | 0 | 108 | -14 | 101
COc1cccc(CC(=O)OCC(=O)N(C)CC(=O)Nc2ccc(F)cc2)c1 | 13 | 101 | 110 | 107 | 3 | 107 | -5 | 105
CCCNCC(=O)Nc1cccc(S(=O)(=O)NC2=NCCCCC2)c1 | 1 | 84 | 91 | 95 | 0 | 96 | 5 | 94
CC(=O)Nc1ccc(C=NNc2ccc(S(=O)(=O)Nc3ccccc3C(=O)O)cc2[N+](=O)[O-])cc1 | 12 | 99 | 104 | 121 | 1 | 111 | 1 | 111
CCOC(=O)CNC(=O)CSc1nnc(NC(=O)c2ccc3c(c2)OCO3)s1 | 13 | 101 | 103 | 95 | 1 | 100 | 7 | 100
O=C(N/N=C/c1ccc(Br)cc1)c1ccccc1-n1cccc1 | 4 | 84 | 98 | 100 | 0 | 104 | 3 | 92
COC(=O)C1=C(CSc2nncn2C)NC(=O)NC1c1cc(C)ccc1C (stereo not drawn) | 3 | 102 | 102 | 101 | 22 | 108 | -4 | 107
COC(=O)c1nnc(-c2ccccc2)c(-c2ccccc2)n1 | 7 | 107 | 105 | 106 | 0 | 110 | 11 | 107
O=C(Nc1ccccc1)c1ccc(-c2ccccc2C(F)(F)F)o1 | 11 | 104 | 103 | 148 | 1 | 97 | -109 | 83
CN1C(=O)NC(NC(=O)C2CCCCC2)(C(F)(F)F)C1=O (stereo not drawn) | -14 | 117 | 103 | 101 | 0 | 104 | 10 | 105
O=C(c1cc2cc(Br)ccc2[nH]1)N1CCc2ccccc21 | 13 | 97 | 103 | 109 | 0 | 103 | 3 | 96

Full records, quoted from the list. Screens in order: VLA-4 inh | CIT2 TOR yeast | RPL19A TOR yeast | LAP4 TOR yeast | GRK2 inh | MEP2 TOR yeast | GASC-1 inh | AGP1 TOR yeast
COc1ccc(OC)c(S(=O)(=O)N2CCC(C(=O)NCCc3ccc(OC)c(OC)c3)CC2)c1 in the list: 7 | ? | ? | ? | 2 | ? | -21&-1 | 94[may fluoresce red and violet]
COC(=O)C1=C(CSc2nncn2C)NC(=O)NC1c1cc(C)ccc1C (stereo not drawn) in the list: 3 | 102 | 102 | 101 | 22 | 108 | -4 | 107

Single values from the results shown.
Entry for O=C(Nc1ccccc1)c1ccc(-c2ccccc2C(F)(F)F)o1 under VLA-4 inh: 11
Entry for CCc1ccc(/C=C(\C)C(=O)c2c(C)cc(C)[nH]c2=O)cc1 under VLA-4 inh: 5
Entry for CCc1c(C(=O)NNC(=S)NCCc2ccccc2)csc1C under GASC-1 inh: -4
Entry for COc1ccc(-c2nnc(SCC(=O)N3CCCC(C)C3)o2)c(OC)c1 (stereo not drawn) under GASC-1 inh: 1
